# Assay outcomes from PubChem BioAssay.
# Growth percent in the NCI-60 one-dose screen (48 h, 10 µM unless noted): 100 = growth as untreated, 0 = no growth, -100 = all killed.
# NCI-H522: NCI-H522 lung cancer | AID 1794739 | 78,000 tested, 8% active
# NCI-H226: NCI-H226 lung cancer; 79,000 tested, 3.5% active
# NCI-H460: NCI-H460 lung cancer | AID 1794736 | 82,000 tested, 6.8% active
# NCI-H23: NCI-H23 lung cancer. 80,000 tested, 4% active. AID 1794731
# NCI/ADR-RES: NCI/ADR-RES ovarian cells; AID 1794790; 81,000 tested, 4.4% active
# SK-OV-3: SK-OV-3 ovarian cancer cells; 80,000 tested, 3.2% active
# IGROV1: IGROV1 ovarian cancer | 79,000 tested, 4.7% active
# COLO 205: COLO 205 colon cancer | 79,000 tested, 7.3% active
# NCI-H322M: NCI-H322M lung cancer. 80,000 tested, 2.7% active. AID 1794733
# The depositor's hits bear a star; . = no result given; & = joins results of further samples; [ ] = remark or other dose. Rule for the calls: active = growth percent below 10; inactive = the rest.
# The opening 12 records as a preview:
# Each structure is followed by: NCI-H522	NCI-H226	NCI-H460	NCI-H23	NCI/ADR-RES	SK-OV-3	IGROV1	COLO 205	NCI-H322M
> COc1ccccc1OC(C)=O
  105	94	108	100	107	100	109	102	103
> COc1ccc(-c2nn(-c3ccc(NC(=O)Nc4ccc(Cl)c(C(F)(F)F)c4)cc3)cc2-c2ccncc2)cc1Cl
  -2.7*	1.7*	-28*	6.3*	9.1*	24	25	-75*	33
> COC(=O)c1c(C)[nH]c2c3c(c(OCCC#N)cc12)[C@H]1C[C@@H]2[C@@]4(C)CCCC(C)(C(=O)OC)[C@@H]4CC[C@@]32C=C1C(C)C (some centres undefined)
  90	.	107	100	101	.	97	110	100
> Nc1cccc(F)c1
  .	106	115	106	99	110	108	99	104
> CC(Cl)(CCl)CCl
  82	102	105	99	96	100	97	107	99
> Cn1cc(-c2nnc(N)nc2-c2cn(C)c3ccccc23)c2cc(F)ccc21
  93	89	101	96	95	104	72	104	87
> O=C(CN1CCNCC1)N1CCOCC1
  111	116	117	93	107	110	115	110	106
> C=C1c2c(C)nn(-c3ccc(O)cc3)c2N(C)C23C[C@@H]1C1(C)c4c(C)nn(-c5ccc(O)cc5)c4N(C)C(C)(C[C@H]12)C3 (some centres undefined)
  21	12	20	50	47	38	63	.	59
> CC(=O)C(=O)Nc1ccc(F)cc1
  103	102	118	102	111	104	110	117	111
> CCOC(=O)C[n+]1cccc2c3ccccc3ccc21
  96	81	115	97	102	98	110	109	100
> COc1cc(C)cc2oc3oc(=O)c(-c4csc(-c5cc6ccccc6oc5=O)n4)cc3c(=O)c12
  103	102	106	101	105	120	117	119	105
> O=C(O)c1ccnc(C(=O)O)c1
  87	96	106	105	103	106	111	115	96

# All compounds of this part, previewed entries included:
# Each structure is followed by: NCI-H522	NCI-H226	NCI-H460	NCI-H23	NCI/ADR-RES	SK-OV-3	IGROV1	COLO 205	NCI-H322M
> COc1ccccc1OC(C)=O
  105	94	108	100	107	100	109	102	103
> COc1ccc(-c2nn(-c3ccc(NC(=O)Nc4ccc(Cl)c(C(F)(F)F)c4)cc3)cc2-c2ccncc2)cc1Cl
  -2.7*	1.7*	-28*	6.3*	9.1*	24	25	-75*	33
> COC(=O)c1c(C)[nH]c2c3c(c(OCCC#N)cc12)[C@H]1C[C@@H]2[C@@]4(C)CCCC(C)(C(=O)OC)[C@@H]4CC[C@@]32C=C1C(C)C (some centres undefined)
  90	.	107	100	101	.	97	110	100
> Nc1cccc(F)c1
  .	106	115	106	99	110	108	99	104
> CC(Cl)(CCl)CCl
  82	102	105	99	96	100	97	107	99
> Cn1cc(-c2nnc(N)nc2-c2cn(C)c3ccccc23)c2cc(F)ccc21
  93	89	101	96	95	104	72	104	87
> O=C(CN1CCNCC1)N1CCOCC1
  111	116	117	93	107	110	115	110	106
> C=C1c2c(C)nn(-c3ccc(O)cc3)c2N(C)C23C[C@@H]1C1(C)c4c(C)nn(-c5ccc(O)cc5)c4N(C)C(C)(C[C@H]12)C3 (some centres undefined)
  21	12	20	50	47	38	63	.	59
> CC(=O)C(=O)Nc1ccc(F)cc1
  103	102	118	102	111	104	110	117	111
> CCOC(=O)C[n+]1cccc2c3ccccc3ccc21
  96	81	115	97	102	98	110	109	100
> COc1cc(C)cc2oc3oc(=O)c(-c4csc(-c5cc6ccccc6oc5=O)n4)cc3c(=O)c12
  103	102	106	101	105	120	117	119	105
> O=C(O)c1ccnc(C(=O)O)c1
  87	96	106	105	103	106	111	115	96
> Cc1ccc(/C=C2\SC(=S)N(NC(=O)c3ccccc3)C2=O)o1
  89	98	101	96	99	93	93	103	90
> COc1ccc(C(=O)Nn2cnc3oc(-c4ccccc4)cc3c2=N)cc1
  98	98	104	99	102	110	97	112	97
> CCOC(=O)c1cnc2ccccn2c1=O
  79	94	92	98	104	90	101	101	96
> Cc1ccc(C(=O)/C(=N/O)S(=O)(=O)c2ccccc2)cc1
  73	103	105	101	106	104	99	108	115
> COC(=O)c1ccccc1NN=Nc1ccccc1[N+](=O)[O-]
  104&104	92	105&110	102&97	107&106	104&99	114&97	107&93	106&108
> CCCCN(CCCC)C(=O)OCC
  107	99	108	100	104	105	105	103	97
> NS(=O)(=O)c1ccc(Nc2nc(N/N=C/c3ccc(F)cc3)nc(Nc3ccccc3)n2)cc1
  16	51	65	54	96	71	43	21	58
> COc1cc(C(C)O)cc(OC)c1OC (centres undefined)
  101	100	112	108	105	103	124	102	120

# Each structure is followed by: NCI-H522	NCI-H226	NCI-H460	NCI-H23	NCI/ADR-RES	SK-OV-3	IGROV1	COLO 205	NCI-H322M
> CCCCN(CCO)C(C#CC(C)(C)O)C(C)C (centres undefined)
  89	101	108	101	111	96	108	103	99
> CCCC(=O)Oc1ccc(CC)cc1
  93	110	105	96	105	103	104	104	106
> CN(C)c1ccc(/C=C/c2cnccn2)cc1
  83	91	104	103	108	110	92	110	113
> Cc1cc2nnc3c4ncccc4c(C#N)n3c2cc1C
  .	96	108	107	108	109	98	109	116
> Cc1ccc(/C=N/NC(=O)c2ccc3cccc(O)c3n2)cc1
  66	100	104	94	80	101	89	103	97
> Oc1c(CN2CCOCC2)cc(CN2CCOCC2)c(O)c1CN1CCOCC1
  106	116	111	105	112	100	116	112	106
> CCOC(=O)c1ccc(S(=O)(=O)N(CC)CC)cc1
  106	107	119	102	102	112	108	116	122
> C#CCOc1ccc(C2=NN(CCCC)C3N=C(Cl)c4ncn(CCCC)c4N23)cc1OCC#C (centres undefined)
  75	90	89	87	83	92	99	103	89
> CN1c2ccccc2C(C)(C)C12CC(c1ccc(Cl)c(S(=O)(=O)N3CCCC3)c1)=NO2 (centres undefined)
  75	67	13	87	65	71	62	60	92
> COC(=O)N[C@@H](C)CNc1nccc(-c2cn(C(C)C)nc2-c2cc(Cl)cc(NS(C)(=O)=O)c2F)n1
  44	95	91	59	97	23	42	4.9*	79
> CO[C@H]1CNCC[C@@H](c2ccccc2)OC(=O)C[C@@]2(O)O[C@H]([C@@H](O)[C@H](O)[C@H]2O)[C@@H](O)/C=C/[C@H]1OC
  98	111	118	101	105	116	109	113	104
> O=C1COc2cccnc2N1
  97	119	106	108	109	109	109	130	114
> CCCCCCCCCCCCCCCCOC(=O)C(CCSC)NCNc1ccc(S(=O)(=O)c2ccc(NCNC(CCSC)C(=O)OCCCCCCCCCCCCCCCC)cc2)cc1 (centres undefined)
  .	99	105	103	102	103	97	115	93
> Cc1cc(C(=O)c2ccccc2)c(C)c2c1[nH]c1ccc(Cl)cc12
  21	51	5.5*	25	7.3*	38	19	-25*	42
> O=C(O)c1ccccc1C(=O)Nc1ccc([N+](=O)[O-])cc1
  88	101	117	98	106	110	112	.	108
> CSc1nc2nc(C)[nH]c(=O)c2[nH]1
  72	94	105	108	102	99	111	111	108
> CCOc1ccccc1OCC
  84	104	109	104	108	123	.	.	101
> N#Cc1c(-c2ccc(Cl)cc2)n2c(nc1=O)SC(=O)C2=O
  104	101	109	104	104	101	110	124	104
> Cc1cc(N=Nc2cc(S(=O)(=O)O)c3ccccc3c2N)ccc1-c1ccc(N=Nc2cc(S(=O)(=O)O)c3ccccc3c2N)cc1C
  95	114	100	113	112	95	84	98	123
> ClC1C2CC3C(C2)C13 (centres undefined)
  105	104	112	.	111	101	106	113	.

# Letters: A = NCI-H522; B = NCI-H226; C = NCI-H460; D = NCI-H23; E = NCI/ADR-RES; F = SK-OV-3; G = IGROV1; H = COLO 205; I = NCI-H322M
O=C(Nc1ccc2ncsc2c1)c1csc(Nc2ccc3[nH]ncc3c2)n1
  A = 25 | B = 59 | C = 20 | D = 62 | E = 57 | F = 53 | G = 59 | H = 31 | I = 51

COc1cc(C=C2C(=O)N(C)C(=O)N(C)C2=O)cc(CN2CCN(C)CC2)c1O
  A = 102 | B = . | C = 111 | D = 103 | E = 109 | F = . | G = 103 | H = 114 | I = 99

O=[N+]([O-])c1cc(C2CCCCC2)c(O)c([N+](=O)[O-])c1
  A = 81 | B = 108 | C = 104 | D = 98 | E = 107 | F = 91 | G = 91 | H = 103 | I = 91

O=C1/C(=C/c2ccc(Br)cc2)SC(=NC2CCCCC2)N1Nc1ccccc1
  A = 97 | B = 92 | C = 76 | D = . | E = 97 | F = 134 | G = 96 | H = 106 | I = 88

COc1cc(/C=C/C(C)=O)ccc1OCc1ccc(C(C)(C)C)cc1
  A = 71 | B = 89 | C = 82 | D = 81 | E = 76 | F = 82 | G = 101 | H = 74 | I = 75[100 µM]

COc1cc(CC(C(=O)OC(C)(C)C)C(=O)OC(C)(C)C)cc(OC)c1OC
  A = 135 | B = 92 | C = 102 | D = 101 | E = 98 | F = 91 | G = 102 | H = 106 | I = 108

Cn1cc(-c2cc3c(Nc4ccc(CC(=O)Nc5cc(C(C)(C)C)on5)cc4)ncnc3[nH]2)cn1
  A = -47* | B = -22* | C = 3.4* | D = -14* | E = 80&80 | F = -15* | G = 2.6* | H = -33* | I = -11*

CCCc1nc2ccccc2c(=O)n1Cc1nnc(C)o1
  A = 96 | B = 93 | C = 103 | D = 107 | E = 104 | F = 103 | G = . | H = 109 | I = 105

COc1cc(C2=NN(C=O)C(c3cn(Cc4ccc(Cl)cc4)c4ccccc34)C2)cc(OC)c1OC (centres undefined)
  A = 72 | B = 75 | C = 89 | D = 87 | E = 79 | F = 88 | G = 75 | H = 99 | I = 65

O=C1OCC2=C1C(c1cccc([N+](=O)[O-])c1)CC(=O)N2c1ccc(F)cc1 (centres undefined)
  A = 89 | B = . | C = 107 | D = 100 | E = 113 | F = 99 | G = 110 | H = 100 | I = 102

COC(=O)C1(C)CCC[C@]2(C)[C@H]3C[C@H]4C(C(C)C)=C[C@]3(CC[C@@H]12)[C@H]1[C@@H]4[C@@H](OC(=O)c2ccco2)CC[C@@H]1OC(=O)c1ccco1 (some centres undefined)
  A = 100 | B = 103 | C = 117 | D = 104 | E = 107 | F = 115 | G = 99 | H = 115 | I = 106

Cc1c(C(=O)/C=C/c2ccc(N(C)C)cc2)nnn1-c1ccc(C(=O)O)cc1
  A = 93 | B = 98 | C = 110 | D = 101 | E = 100 | F = 107 | G = 94 | H = 106 | I = 97

c1ccc(-c2cc(-c3nnc(SCCN4CCOCC4)o3)c3ccccc3n2)cc1
  A = 84 | B = 85 | C = 96 | D = 99 | E = 88 | F = 102 | G = 96 | H = 109 | I = 92

C=CC1=CC2C(O)c3ccccc3N3C(=O)COC23C(OC)=C1 (centres undefined)
  A = 89 | B = 99 | C = 108 | D = 109 | E = 101 | F = 106 | G = 108 | H = 119 | I = 110

COC(=O)C(Cc1ccccc1)n1cc(COc2nc(Cl)nc(Nc3ccc(Cl)cc3)n2)nn1 (centres undefined)
  A = 88 | B = 100 | C = 101 | D = 93 | E = 101 | F = 106 | G = 99 | H = 117 | I = 95

# One compound at a time, as listed above. Values in the order: NCI-H522, NCI-H226, NCI-H460, NCI-H23, NCI/ADR-RES, SK-OV-3, IGROV1, COLO 205, NCI-H322M
# Shown for CCOC(=O)c1ccc(S(=O)(=O)N(CC)CC)cc1 : 106, 107, 119, 102, 102, 112, 108, 116, 122
# Shown for Cc1ccc(/C=N/NC(=O)c2ccc3cccc(O)c3n2)cc1 : 66, 100, 104, 94, 80, 101, 89, 103, 97

# Remaining list, next part:
# Letters: A = NCI-H522; B = NCI-H226; C = NCI-H460; D = NCI-H23; E = NCI/ADR-RES; F = SK-OV-3; G = IGROV1; H = COLO 205; I = NCI-H322M
CC1CC(c2ccccc2)(c2ccccc2)CN1C (centres undefined)
  A = 80 | B = 99 | C = 102 | D = 101 | E = 102 | F = 95 | G = 96 | H = . | I = 100

CCc1cn(O)c(C)cc1=N
  A = 72 | B = 99 | C = 113 | D = 105 | E = 103 | F = 101 | G = 100 | H = 110 | I = 100

O=C(Nc1cccc(-n2cc(-c3ccncc3)c(-c3ccc(O)c(Cl)c3)n2)c1)Nc1ccc(Cl)c(Cl)c1
  A = -13* | B = 51 | C = -4.3* | D = 5.3* | E = 18 | F = 19 | G = -0.4* | H = 78 | I = -6.8*

CC(=O)Nc1c(Cl)c(Cl)c2c(c1Cl)C(=O)c1cc(Cl)ccc1-2
  A = 97 | B = 96 | C = 93 | D = 93 | E = 106 | F = 101 | G = 70 | H = 110 | I = 102

CCCc1ccc(O)c(OC)c1
  A = 95 | B = 99 | C = 105 | D = 92 | E = 101 | F = 95 | G = 105 | H = 111 | I = 105

COc1ccc(NC(=O)c2c(Nc3ccc(OC)cc3OC)[nH]n3c(=O)cc(-c4ccccc4)nc23)c(OC)c1
  A = 67 | B = 97 | C = 103 | D = 88 | E = 101 | F = 96 | G = 94 | H = 97 | I = 90

CC(C)c1cccc(C(C)C)c1OCC(C)(C)CN1CCCCC1
  A = 89 | B = 93 | C = 108 | D = 105 | E = 99 | F = 116 | G = 97 | H = . | I = 86

Cc1ccc(/C=C2/C=C(c3ccccc3)OC2=O)cc1
  A = 88 | B = 104 | C = 106 | D = 99 | E = 102 | F = 94 | G = 100 | H = 102 | I = 104

CC(=O)C1=C(C)C2CC3(C)CC(C2(C)C1)C3(C)C (centres undefined)
  A = 90 | B = 89 | C = 109 | D = 100 | E = 101 | F = 109 | G = 103 | H = . | I = 98

CC1SC(c2ccc(OCc3ccccc3)cc2)N(NC(=O)C(O)(c2ccccc2)c2ccccc2)C1=O (centres undefined)
  A = 24 | B = 84 | C = 38 | D = 61 | E = 63 | F = 73 | G = . | H = 31 | I = 49

CC1(C)N=C(N)N=C(N)N1c1ccc(CCCCc2ccccc2)c(Cl)c1
  A = -6.6* | B = 35 | C = 5.0* | D = 6.4* | E = 55 | F = 38 | G = -24* | H = -76* | I = 32

CCCCCCOCCNc1ccnc(N)n1
  A = 89 | B = 93 | C = 112 | D = 100 | E = 98 | F = 109 | G = 99 | H = 118 | I = 116
